Bioassay records from PubChem BioAssay.
Lipid droplet – modulators of hepatic lipid droplet formation | AML12 mouse hepatocytes, oleate lipid droplets, BODIPY imaging | inhibition, % at 6.5 µM | 240,000 compounds, 0.4% hits;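 active = lipid droplet intensity inhibited by at least 50%, with more than 500 cells counted; inconclusive = wells with under 300 cells, treated as cytotoxic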
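Assay system: AML12 hepatocytes (mouse) / Also added: 100 µM oleic acid challenge / Times: overnight treatment with compound plus oleate / Detection: high-content imaging of BODIPY-stained droplets and DAPI nuclei / Evaluation: % inhibition of lipid droplet signal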
GPR55 LPI antagonism – GPR55 antagonists blocking LPI-driven arrestin recruitment, primary screen, imaging, U2OS, beta-arrestin-GFP, LPI agonist (AID 2013) | U2OS GPR55 beta-arrestin-GFP translocation imaging, LPI antagonism; higher % means a stronger effect | one-dose inhibition, % at 10 µM; IC50 in µM for titrated hits | 290,000 compounds, 0.13% hits;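 active = spots per cell inhibited over 60%, with over 100 cells counted and total cytoplasm intensity under 500,000; inconclusive = wells with under 100 cells, flagged as likely toxic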;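 note: U2OS cells stably carrying GPR55 and arrestin-GFP stimulated by 5 µM LPI near EC80; imaged beta-arrestin-GFP aggregate spots per cell after agonist stimulation; plate controls were LPI-stimulated DMSO wells for no effect and DMSO wells without LPI for full effect; some results filed as inactive read as strong as hits; confirmed hits need IC50 under 10 µM and bright autofluorescent wells are also inconclusive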
GPR55 activation – selective activators of receptor GPR55 – imaging, U2OS cells, beta-arrestin-GFP redistribution, primary screen (AID 1961) | U2OS GPR55 beta-arrestin-GFP redistribution imaging; higher % means a stronger effect | activation, % at 10 µM; hits with a dose series show EC50 in µM | 290,000 compounds, 0.048% hits;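 active = activation above 40% with more than 50 cells counted in the well; inconclusive = wells holding fewer than 50 cells, flagged as toxic or sparse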;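 note: U2OS osteosarcoma cells stably expressing GPR55 and beta-arrestin-GFP; plate controls were DMSO negative control for no effect and LPI positive control for full effect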
Rac1 GTP hydrolysis – MgcRacGAP GTPase-activating activity inhibitors, confirmation, biochemical, ADP Hunter fluorescence; 340,000 compounds, 0.6% hits; MgcRacGAP-stimulated Rac1 GTP hydrolysis, ADP Hunter fluorescence; higher % means a stronger effect; GST-tagged Rac1 F28L mutant substrate; inhibition, % at 30 µM, or IC50 in µM where a hit was titrated;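 active = first-screen hits whose inhibition reached a set limit at any dose in the follow-up dose series; inconclusive = inhibition above the set first-screen limit but never retested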;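 note: fluorescence reports GDP produced by GAP-driven GTP hydrolysis; strong numbers were not always called active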
GPR35 arrestin U2OS – GPR35 antagonists blocking zaprinast-driven arrestin recruitment, primary screen, imaging, U2OS, beta-arrestin-GFP, zaprinast agonist (AID 2058). U2OS GPR35 beta-arrestin-GFP translocation imaging, zaprinast antagonism; higher % means a stronger effect. inhibition, % at 10 µM; hits with a dose series show IC50 in µM. 290,000 compounds, 0.052% hits;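 active = inhibition of at least 50% with at least 30 cells and total cytoplasm GFP at most 10,000,000; inconclusive = under 30 cells or total GFP of 10,000,000 plus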
Large T inhibition – TAg ATPase/helicase activity blockers – biochemical (AID 1903); SV40 large T antigen ATPase/helicase inhibition assay; higher % means a stronger effect; one-dose inhibition, % at 20 µM; IC50 in µM for titrated hits; 310,000 compounds, 0.39% hits; in the data active = a potency from the dose series; inconclusive = inhibition mostly from about 32% at the one dose, without a potency; inactive = the rest, 99 in 100 with inhibition below about 32%; note: strong numbers were not always called active
NTR1 ag – NTR1-driven beta-arrestin-GFP spot formation – imaging, U2OS cells, high content, primary screen (AID 493036) | 330,000 compounds, 0.17% hits | agonist mode | P30989 | activation, % at 20 µM;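 active = activation at or above 40% of the spot to cytoplasm intensity ratio, with at least 20 cells analyzed; inconclusive = wells under 20 cells, flagged as cytotoxic or low count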;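 note: 0% = DMSO without peptide and 100% = 100 nM NTR1 peptide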
Target sequence (P30989 whole entry, looked up): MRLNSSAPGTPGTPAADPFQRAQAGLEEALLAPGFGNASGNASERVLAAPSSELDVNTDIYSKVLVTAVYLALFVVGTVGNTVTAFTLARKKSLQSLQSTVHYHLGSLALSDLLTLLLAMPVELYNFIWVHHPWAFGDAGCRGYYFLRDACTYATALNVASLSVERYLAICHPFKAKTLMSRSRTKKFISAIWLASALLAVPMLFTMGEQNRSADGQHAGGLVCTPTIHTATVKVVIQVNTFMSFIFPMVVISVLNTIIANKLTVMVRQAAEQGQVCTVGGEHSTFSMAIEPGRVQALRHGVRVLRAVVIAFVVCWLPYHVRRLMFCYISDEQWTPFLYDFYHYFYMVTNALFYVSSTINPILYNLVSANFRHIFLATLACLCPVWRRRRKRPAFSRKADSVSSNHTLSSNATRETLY
LYP phosphatase – PTPN22 lymphoid phosphatase activity blockers – biochemical, fluorescence intensity, uHTS (AID 1779); recombinant LYP phosphatase, fluorescence intensity; higher % means a stronger effect; inhibition, % at 11.5 µM, or IC50 in µM where a hit was titrated; 290,000 compounds, 0.054% hits; in the data active = inhibition above about 50%;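 note: plate controls were vehicle with enzyme for no effect and no enzyme for full effect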
T cell HTS – T cell immune modulators affecting CD8 T cell-vesicle binding | calls only at 7 µM | 330,000 compounds, 0.068% hits | 2C CD8+ T cell-vesicle binding, flow cytometry; stronger effect = lower value;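 active = response, share of CD8 T cells binding vesicles, and their 90th percentile fluorescence all below set limits, cut at about 80% in these data, passing the limit was not always enough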
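material = purified 2C TCR transgenic mouse naive CD8+ T cells | controls = Unloaded micro-vesicles (low), QL9 vesicles with 0.7% DMSO (high) | detection = cytometric PE anti-B7-1 and Alexa647 anti-CD8 signals after 1% paraformaldehyde fixation | incubation = binding step 1.5 h, 37 °C, antibody labelling 20 min, ice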
Lipid droplet cells 6.5 µM – further read-out of Lipid droplet, marked with its call; cell count; measured here: cell count, cytotoxicity flag;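 cells counted across two imaged fields per well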
T cell HTS vesicle-bound % – further read-out of T cell HTS, marked with its call; double positive events, %; measured here: CD8+ vesicle-bound cell fraction;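 binding gate set so that unloaded-vesicle control wells show 10% double positive cells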
NTR1 ag cell count 20 µM – second read-out of NTR1 ag, no call of its own (marks repeat the call); cell count; measured here: cell count, cytotoxicity flag
* marks the source's active call; other numbers are inactive results; i = inactive; ? = inconclusive; . = not tested or not shown.

The line under a structure holds: Lipid droplet	Lipid droplet cells 6.5 µM	GPR55 LPI antagonism	GPR55 activation	Rac1 GTP hydrolysis	GPR35 arrestin U2OS	Large T inhibition	NTR1 ag	NTR1 ag cell count 20 µM	LYP phosphatase	T cell HTS	T cell HTS vesicle-bound %
1: C/C=C1\COC(C(=O)NCCN2CCCC2)(C(F)(F)F)C=C1C=C1CCCCC1 (stereo not given)
 : .	.	.	.	5%	.	19%	26	99	.	i	14
2: CC(C)=CCN1CCN(CC#Cc2ccccc2)CC1CCO (stereo not given)
 : -12	656	-3%	-0.1%	8%	4%	11%	-0.1	48	-10%	i	43
3: Cc1ccccc1C(=O)Nc1ccc(N2CCN(C(=O)c3ccco3)CC2)cc1
 : 0	778	4%	0.2%	7%	-12%	6%	-1.5	64	-9%	i	11
4: COc1ccccc1NS(=O)(=O)c1cc(NC(=O)C2CC2)ccc1N1CCOCC1
 : -8	625	2%	-0.6%	.	12%	2%	-0.2	44	0%	i	13
5: O=C(NCc1nnc(SCC(=O)N2CCOCC2)o1)c1c(F)cccc1F
 : -2	826	1%	0.0%	7%	1%	9%	2.5	51	-10%	i	11
6: CCC(C)(C)NC(=O)C(c1ccc(OC)cc1)N(Cc1ccccc1)C(=O)CCC(=O)Nc1cc(C)on1 (stereo not given)
 : 54*	807*	-7%	-0.3%	8%	-6%	4%	2.6	37	-9%	i	19
7: Cc1c(O)nc(SC2CC(=O)N(c3cc(Cl)cc(Cl)c3)C2=O)[nH]c1=O (stereo not given)
 : .	.	.	.	9%	.	8%	1.5	45	.	i	51
8: CCCCC(CCC(=O)NNC(=O)Cc1ccccc1)C(=O)O (stereo not given)
 : 3	636	4%	0.3%	-9%	-5%	1%	1.5	49	-12%	i	50
9: O=C(CNC(=O)Cc1cccc2ccccc12)NCc1ccccc1F
 : -2	842	8%	-0.1%	7%	11%	-1%	0.4	52	-10%	i	20
10: COc1ccccc1-c1c(C)[nH]n2c(=O)c(Cc3ccccc3)c(C)nc12
 : 4	766	-6%	0.0%	9%	-5%	4%	-0.2	36	-5%	i	5
11: COc1ccc(CNC(=O)COC(=O)c2cccs2)cc1
 : -6	784	-2%	-0.3%	-4%	-2%	10%	0.1	58	1%	i	32
12: O=C(NC1CCN(Cc2ccccc2)CC1)c1ccc(Oc2cc(Cl)cc(Cl)c2)o1
 : -4	733	13%	-0.1%	3%	7%	9%	13	47	-5%	i	14
13: CCOC(=O)C1=C(c2ccccc2)NC(=O)NC1c1ccc(OC)cc1OC (stereo not given)
 : .	.	11%	0.4%	-8%	20%	9%	-0.4	96	-4%	i	46
14: Cc1ccc(C(=O)COC(=O)CCN2C(=O)C3C4CCC(C4)C3C2=O)cc1C (stereo not given)
 : -1	830	13%	-0.1%	-14%	20%	3%	0.8	70	-8%	i	6
15: CCn1c(SCC(=O)Nc2ccc(OC)cc2)nc2nc3c(cc2c1=O)CCCC3
 : 1	726	3%	-0.1%	9%	-8%	18%	6.0	39	-6%	i	33

Remaining list, next part:
The line under a structure holds: Lipid droplet	Lipid droplet cells 6.5 µM	GPR55 LPI antagonism	GPR55 activation	Rac1 GTP hydrolysis	GPR35 arrestin U2OS	Large T inhibition	NTR1 ag	NTR1 ag cell count 20 µM	LYP phosphatase	T cell HTS	T cell HTS vesicle-bound %
16: Cc1nn(C)c(=O)c(N)c1-c1cc(-c2ccc(Cl)c(Cl)c2)n[nH]1
 : -9	732	-3%	0.3%	.	-2%	3%	4.3	50	-2%	i	34
17: COc1cccc(-c2cc(C(=O)NCCCn3ccnc3)no2)c1
 : -3	799	-4%	0.0%	-8%	19%	3%	0.1	84	-8%	i	6
18: CCOC(=O)c1[nH]c(C)c(/C(O)=C2\C(=O)C(=O)N(CCCN(C)C)C2c2ccncc2)c1C (stereo not given)
 : .	.	15%	0.0%	.	6%	6%	.	.	-6%	.	.
19: O=C(NCCc1ccccc1)c1ccc(Cl)cc1[N+](=O)[O-]
 : 12	788	6%	-0.3%	5%	-7%	0%	.	.	-6%	i	20
20: Cn1ncc(Cl)c1C(=O)N/N=C/c1cc2c(cc1[N+](=O)[O-])OCO2
 : -4	688	6%	0.2%	2%	-10%	13%	-1.3	69	-9%	i	37
21: Cn1ccsc1=NC(=O)c1cccc(OC(F)F)c1
 : .	.	4%	-0.1%	5%	-3%	14%	0.6	104	-4%	i	24
22: CCCC(=O)Nc1c2c(nn1-c1cccc(Cl)c1)CS(=O)(=O)C2
 : -2	792	-17%	0.6%	-22%	-14%	12%	-1.5	55	-14%	i	57
23: CCC1Oc2ccccc2N(CC(=O)Nc2ccccc2OC)C1=O (stereo not given)
 : .	.	-14%	-0.1%	6%	-8%	-3%	-0.6	71	-3%	i	40
24: COc1ccc(F)cc1S(=O)(=O)NC1CC(C)(C)NC(C)(C)C1
 : .	.	9%	-0.1%	15%	-5%	11%	-1.5	36	-6%	i	36
25: Cc1cc(NC(=O)C2CCN(S(=O)(=O)c3cccs3)CC2)no1
 : .	.	6%	-0.4%	-8%	4%	3%	-0.2	52	-5%	i	35
26: Cc1ccc(NC(=O)CC2C(=O)N(Cc3ccccc3)C(=S)N2NC(=O)c2cccc(F)c2)c(C)c1 (stereo not given)
 : -1	703	10%	-0.1%	4%	-13%	12%	9.6	57	6%	i	56
27: Cc1cc(C)c(O)c(NC(=S)NC(=O)Cc2ccccc2)c1
 : -12	740	9%	-0.1%	8%	16%	5%	6.6	63	-10%	i	60
28: O=C(COC(=O)c1ccco1)NCc1ccco1
 : .	.	-14%	-1.0%	6%	4%	1%	0.1	88	-6%	i	9
29: O=C(Nc1ccc(NC(=O)c2ccco2)nc1)c1cccc(F)c1
 : -3	840	6%	0.2%	5%	4%	1%	0.0	53	-1%	i	25
30: O=C(NCC1(c2ccccc2)CCOCC1)c1ccc(Br)o1
 : .	.	-1%	0.3%	5%	12%	12%	-3.7	83	-12%	i	26

More results
The line under a structure holds: Lipid droplet	Lipid droplet cells 6.5 µM	GPR55 LPI antagonism	GPR55 activation	Rac1 GTP hydrolysis	GPR35 arrestin U2OS	Large T inhibition	NTR1 ag	NTR1 ag cell count 20 µM	LYP phosphatase	T cell HTS	T cell HTS vesicle-bound %
31: CCCCn1c(N)c(N(CCC(C)C)C(=O)c2oc3ccc(OCC)cc3c2C)c(=O)[nH]c1=O
 : .	.	.	.	4%	.	19%	1.2	79	.	i	7
32: CC(=O)Nc1ccc(S(=O)(=O)NCC(=O)OCC(=O)NC(=O)C2CCCCC2)cc1
 : -2	609	-3%	0.2%	12%	6%	8%	1.8	49	-1%	i	42
33: O=C(Oc1ccc(N2C(=O)CCC2=O)cc1)c1ccco1
 : 8	704	8%	-0.1%	6%	3%	0%	2.7	59	-6%	i	34
34: CCCCn1c(SCC(=O)Nc2cc(C)on2)nnc1-c1cccs1
 : 4	683	1%	0.0%	0%	-6%	13%	0.0	66	-6%	i	19
35: CCN(c1ccc(NC(=O)COC(=O)c2ccc3ccccc3n2)cc1)C(C)C
 : .	.	0%	0.1%	21%	19%	?	2.8	55	-6%	i	7
36: CCC(=O)Nc1nc2ccc([N+](=O)[O-])cc2s1
 : 16	699	13%	-0.1%	11%	10%	9%	-0.6	58	-2%	i	24
37: CN(C)S(=O)(=O)c1cccc(NC(=O)COC(=O)/C=C/c2cccs2)c1
 : 6	683	7%	0.0%	10%	-15%	8%	0.7	52	7%	i	42
38: CCCCNC(=O)c1nn(-c2ccccc2OC)c(=O)c2ccccc12
 : 0	780	0%	-0.1%	8%	-2%	6%	-0.8	57	-5%	i	26
39: O=C(Nc1ccc(Cc2ccncc2)cc1)c1ccc([N+](=O)[O-])o1
 : 0	837	-14%	-0.1%	17%	2%	7%	24	51	-8%	i	52
40: CCOC(=O)Cn1c(=NC(=O)c2nc3ccccc3s2)sc2cc(S(N)(=O)=O)ccc21
 : 16	552	4%	0.6%	0%	-12%	13%	29	79	-10%	i	6
41: CCOC(=O)c1cc(C(=O)Nc2cccc(C)c2)nn1C
 : .	.	-7%	0.0%	8%	8%	4%	-0.5	45	-5%	i	22
42: COc1ccc(C(=O)Nc2cc(C(=O)O)cc(C(=O)O)c2)cc1Cl
 : 2	684	2%	-0.1%	2%	-1%	1%	1.3	48	-5%	i	31
43: O=C(O)CN1C(=O)/C(=C\c2cccc(OCc3ccccc3F)c2)SC1=S
 : -2	801	3%	0.0%	.	-5%	23%	0.4	76	0%	i	60
44: CC(=O)NCCc1ccc(S(=O)(=O)NCc2ccc3c(c2)OCO3)cc1
 : 14	800	23%	-0.1%	8%	2%	1%	0.6	37	-3%	i	1
45: CC(C)(C)N/N=C1\CC(c2ccccc2)Oc2ccccc21 (stereo not given)
 : -11	618	9%	-0.2%	8%	10%	0%	3.2	80	-3%	i	60
46: Cc1ccc(-n2nnnc2-c2cnc3cc4c(cc3c2C)OCO4)cc1
 : -2	745	-1%	-0.2%	-6%	10%	4%	3.5	79	-7%	i	20
47: C#CCN1C(=O)C(O)(CC(=O)c2cc(OC)ccc2OC)c2ccccc21 (stereo not given)
 : -11	800	15%	-0.1%	3%	7%	-3%	-1.8	74	-6%	i	15
48: CCc1cc(C(=O)N/N=C/c2ccc(O)cc2)c2ccccc2n1
 : -2	776	-8%	-0.2%	-6%	3%	>100µM*	1.2	52	2%	i	48
